# MPTP block: blocks calcium-induced mitochondrial swelling. 360,000 tested, 1.4% active. inhibition, % at 10 µM. isolated mouse mitochondria, Ca2+ swelling absorbance, 30 min;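 active means inhibition of 50% or more, scaled per plate between neutral and stimulator controls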;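 further: 0% = DMSO wells given calcium and 100% = 1 mM EGTA wells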
# hIAP act: human IAP activation; AID 2524; purified human IAP, CDP-Star luminescence, 30 min; hits give high values; 1 = vehicle-only enzyme, 0 = enzyme-free background; 330,000 tested, 0.16% active; P09923; activation factor at 10 µM;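 active means activation factor of the enzyme at least 2-fold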; further: the source names both 10 and 20 µM as test concentration; values of inactives mirror those of a sister screen read the other way
# SENP6 block: SENP6 protease inhibition; Q9GZR1; Recombinant SENP6 catalytic domain, aminoluciferin luminescence; inhibition, % at 10 µM; 330,000 tested, 1.8% active; AID 2599;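 active means inhibition above about 50% at the single tested dose, limit read from the data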;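 further: plate controls were DMSO wells with enzyme for no effect and DMSO wells lacking enzyme for full effect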
# ATG4B inhibitor: blocks human ATG4B protease cleavage of LC3 substrate; Q9Y4P1; ATG4B cleavage of LC3-PLA2, NBD-HPC fluorescence, 1 h; 340,000 tested, 0.51% active; AID 504462; inhibition, % at 8.33 µM; in the data active means inhibition above about 40%
# Target sequence (Q9Y4P1 whole entry, looked up): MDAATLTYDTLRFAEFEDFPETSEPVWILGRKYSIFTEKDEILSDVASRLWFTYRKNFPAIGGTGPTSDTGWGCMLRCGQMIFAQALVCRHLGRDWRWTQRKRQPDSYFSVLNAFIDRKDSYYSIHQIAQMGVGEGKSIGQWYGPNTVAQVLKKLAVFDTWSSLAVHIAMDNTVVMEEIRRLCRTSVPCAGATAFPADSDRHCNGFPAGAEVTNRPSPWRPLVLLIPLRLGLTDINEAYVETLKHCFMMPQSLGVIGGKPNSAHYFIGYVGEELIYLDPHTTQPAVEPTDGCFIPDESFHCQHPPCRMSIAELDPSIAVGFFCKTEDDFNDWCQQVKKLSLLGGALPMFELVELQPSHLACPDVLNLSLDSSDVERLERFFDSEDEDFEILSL
# SENP8 block: blocks human SENP8 cleavage of Nedd8 substrate | AID 602440 | inhibition, % at 20 µM | recombinant SENP8, Nedd8 substrate fluorescence | 360,000 tested, 0.64% active; in the data active means inhibition mostly above about 40%, no sharp cut-off; inactive means mostly below about 27%
# Target sequence (Q96LD8 whole entry, looked up): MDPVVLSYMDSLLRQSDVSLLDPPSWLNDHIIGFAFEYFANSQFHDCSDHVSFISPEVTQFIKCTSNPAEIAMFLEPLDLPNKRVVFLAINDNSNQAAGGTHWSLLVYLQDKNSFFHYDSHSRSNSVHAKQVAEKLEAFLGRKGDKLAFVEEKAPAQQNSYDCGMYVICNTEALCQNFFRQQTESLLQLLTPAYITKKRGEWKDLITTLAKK
# SENP1 inh: blocks the human SENP1 SUMO protease catalytic domain; recombinant SENP1 catalytic domain, CyPet-SUMO1-YPet FRET cleavage; Q9P0U3; 360,000 tested, 0.21% active; inhibition, % at 10 µM;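 active means inhibition at least 30% at 10 µM, raw YFP signal under a set limit, fluorescence ratio 0.5 to 1.5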;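 further: 0% = enzyme with DMSO and 100% = no enzyme wells; some results filed as inactive read as strong as hits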
# Target sequence (Q9P0U3 419-644 limits assumed): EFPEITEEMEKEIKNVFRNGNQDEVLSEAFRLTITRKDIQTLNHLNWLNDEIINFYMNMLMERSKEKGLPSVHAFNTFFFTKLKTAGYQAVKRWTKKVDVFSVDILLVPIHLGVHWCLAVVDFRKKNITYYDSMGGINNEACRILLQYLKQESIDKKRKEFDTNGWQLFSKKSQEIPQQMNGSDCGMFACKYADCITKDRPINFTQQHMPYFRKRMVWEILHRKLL
#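 Controls: no-enzyme wells low, DMSO-plus-enzyme wells high control. Test system: human recombinant His6-tagged SENP1 catalytic domain enzyme. Reagent: SFCypet-SUMO1-SFYpet FRET protein substrate, 25 nM final. Doses: one dose per compound, 10 µM, 0.5% DMSO. Detection: FRET, CFP and YFP emission. Timing: 50 min reaction at room temperature.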
# PfGluPho inh: PfG6PD (Plasmodium falciparum) enzyme inhibition | PfGluPho enzyme, NADPH resazurin-diaphorase fluorescence | AID 504690 | inhibition, % at 20 µM | 350,000 tested, 0.78% active;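 active means inhibition reaching at least a set limit at 20 µM in the primary screen, cut at about 59% in these data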;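 further: 0% = DMSO wells with substrate and 100% = DMSO wells lacking glucose-6-phosphate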
# GRIN3A LBD mod: modulators (binders) of human NR3A ligand-binding domain; AID 1259313; Tm shift relative to glycine control, % at 25 µM; 340,000 tested, 2.5% active; NR3A LBD differential scanning fluorimetry, Tm shift; 0% = protein alone, 100% = glycine-bound protein;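 active means melting temperature shift of at least 10% of the positive control shift, at one fixed dose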
# The depositor's hits bear a star; . = no result given.
# Value order – SENP8 block, SENP1 inh, SENP6 block, GRIN3A LBD mod, ATG4B inhibitor, PfGluPho inh, MPTP block, hIAP act
- COc1cc(C(=O)NCc2nnc(SCC(=O)N3CCCc4ccccc43)o2)cc(OC)c1OC
→ 14, 3, 14, -1, -2, -20, 0.0, 1.1
- O=C(Nc1ccc(OC(F)(F)F)cc1)c1n[nH]c(Cn2cncn2)n1
→ 17, 5, -1, 1, -5, -5, 1.9, 0.9
- O=C(Nc1ccccc1C(=O)NCc1ccccc1)c1ccco1
→ -5, 1, -14, 0, -12, 8, -2.7, 0.86
- CCCC(=O)Nc1ccc(-c2csc(NNC(C)=O)n2)cc1
→ -13, 2, -8, 1, -1, 15, 0.4, 0.91
- COc1cc2c(cc1OC)C(C)N(C(=O)Nc1ccc(F)cc1)CC2 (stereo not given)
→ 12, 3, -21, 0, -3, 14, 1.3, 1
- Cc1ccc(-n2c3nc(=O)[nH]c(=O)c-3cc3cc([N+](=O)[O-])ccc32)cc1
→ 6, -31, -25, -3, 27, 38, 1.1, 0.91
- CCCCN(C(=O)c1cccc(-n2cccc2)c1)c1c(N)n(CCC)c(=O)[nH]c1=O
→ -4, -6, -24, 0, 6, -3, -1.4, 1.2
- COc1ccc2cc(N=Cc3nc(-c4ccc(C)cc4)oc3O)cnc2c1
→ -298, -28, -13, 1, -10, 1, -0.1, 0.9
- N#Cc1cccn1-c1nccc(-c2cccs2)n1
→ -44, 0, 7, 2, 7, -5, 2.0, 1.1
- COCCN1CC(=O)N(c2cccc(C)c2C)C(c2ccc(Cl)cc2)C1=O (stereo not given)
→ 25, 3, -19, -1, -1, -15, 1.4, 0.93
- O=C(Cc1ccc(-n2cccc2)cc1)N1CCN(c2ccccc2F)CC1
→ 12, 3, 9, -2, 4, 5, -2.8, 1
- O=C(Nc1c(C(=O)N2CCOCC2)cnn1-c1ccccc1)c1ccc([N+](=O)[O-])cc1
→ 7, -1, 4, -1, 5, -11, -1.0, 1.3
- COc1ccccc1N1CCN(C(=O)c2ccc(-c3ccccc3)cc2)CC1
→ 20, 4, 7, -2, 1, 14, 0.1, 0.96
- COc1ccc(CNC(=O)C(C#N)c2nc3ccccc3nc2N2CCN(C)CC2)cc1 (stereo not given)
→ -64, -24, 7, 4, -17, -9, 2.7, 0.81
- CCC(=O)Nc1ccc(C2C(=O)c3ccccc3C2=O)cc1
→ 15, 0, 36, -7, 4, -12, 0.4, 1.1
- CCCCNC(=S)Nc1ccc2nc(N3CCN(CC)CC3)cc(C)c2c1
→ -278, -4, -2, -5, -3, 5, 0.7, 1
- CCOC(=O)c1c(CSc2ccccc2)n(C)c2cc(Br)c(OC)c(O)c12
→ 8, 1, -16, -1, -3, 7, -0.1, 0.8
- CCc1ccc(N(C(=O)CCC(=O)Nc2cc(C)on2)C(C(=O)NC(C)(C)C)c2ccc(OC)cc2)cc1 (stereo not given)
→ 9, 1, -15, 2, -3, -6, -1.3, 0.97
- NC(=O)Cc1ccc(Nc2nnc(-c3ccc(O)cc3)c3ccccc23)cc1
→ -292, -2, 3, -3, 92*, -11, 0.4, 0.81
- O=C(Cc1ccccc1)N1CCNCC1
→ 3, 0, -9, -2, 3, -3, 0.1, 1
- NC(N)=Nc1nc2ccc(Cl)cc2c(=O)[nH]1
→ -377, 0, ., 0, -6, -1, -1.0, .
- O=[N+]([O-])c1ccc(S(=O)(=O)NNC(=S)NCCc2ccccc2)cc1
→ 13, 2, -19, -9, -1, 2, -0.2, 1.1
- Cc1cccc(-c2nnc3n2N=C(c2ccc(Br)cc2)CS3)c1
→ ., ., -5, 2, 2, 0, ., 1
- Cc1ccc(-n2c(SCC(=O)Nc3ncc(Cl)cc3Cl)nc3ccccc32)cc1
→ 4, 2, ., -2, 32, -4, 6.3, .
- COc1c(NC(C)=O)c2ccccc2c2ccccc12
→ -3, 0, 1, 0, 1, 17, 0.5, 0.99
- CCOc1ccc(C(=O)OCCCN(C)C)cc1
→ -1, 2, -11, 2, -3, -10, -0.4, 1.3
- O=[N+]([O-])c1ccc2c(c1)/C(=N\O)c1ccccc1-2
→ 0, 0, -10, -3, 3, -16, 8.4, 0.93
- C[C@@H]1CN(S(=O)(=O)C(C)(C)C)[C@@H](CCO)/C1=C\c1ccccc1
→ 9, 3, ., -2, 1, 8, 0.5, .
- CS(=O)(=O)NCCCCCCNS(C)(=O)=O
→ 5, -12, -16, -4, -7, 1, 0.3, 1.1
- CCOc1ccc(N(CCC#N)S(=O)(=O)c2ccc(OC)cc2)cc1
→ 21, 0, 11, -1, 5, -2, -1.7, 1.5

# An excerpt from above with just ATG4B inhibitor and PfGluPho inh:
Molecule | ATG4B inhibitor | PfGluPho inh
Cc1ccc(-n2c(SCC(=O)Nc3ncc(Cl)cc3Cl)nc3ccccc32)cc1 | 32 | -4
COc1c(NC(C)=O)c2ccccc2c2ccccc12 | 1 | 17
CCOc1ccc(C(=O)OCCCN(C)C)cc1 | -3 | -10
O=[N+]([O-])c1ccc2c(c1)/C(=N\O)c1ccccc1-2 | 3 | -16
C[C@@H]1CN(S(=O)(=O)C(C)(C)C)[C@@H](CCO)/C1=C\c1ccccc1 | 1 | 8
CS(=O)(=O)NCCCCCCNS(C)(=O)=O | -7 | 1

# Random excerpt: four compounds from above.
# Value order – SENP8 block, SENP1 inh, SENP6 block, GRIN3A LBD mod, ATG4B inhibitor, PfGluPho inh, MPTP block, hIAP act
- O=C(Nc1c(C(=O)N2CCOCC2)cnn1-c1ccccc1)c1ccc([N+](=O)[O-])cc1
→ 7, -1, 4, -1, 5, -11, -1.0, 1.3
- COc1ccc2cc(N=Cc3nc(-c4ccc(C)cc4)oc3O)cnc2c1
→ -298, -28, -13, 1, -10, 1, -0.1, 0.9
- COCCN1CC(=O)N(c2cccc(C)c2C)C(c2ccc(Cl)cc2)C1=O (stereo not given)
→ 25, 3, -19, -1, -1, -15, 1.4, 0.93
- O=[N+]([O-])c1ccc(S(=O)(=O)NNC(=S)NCCc2ccccc2)cc1
→ 13, 2, -19, -9, -1, 2, -0.2, 1.1

# More results follow.
# Value order – SENP8 block, SENP1 inh, SENP6 block, GRIN3A LBD mod, ATG4B inhibitor, PfGluPho inh, MPTP block, hIAP act
- CC(=O)N1N=C(c2cccc(NS(C)(=O)=O)c2)CC1c1cccs1 (stereo not given)
→ -19, 1, 19, -2, -2, 1, -1.5, 0.94
- FC(F)(F)c1cccc(NC(=S)N2CCCCCC2)c1
→ 10, 0, 10, 2, -6, 21, -0.2, 0.99
- Cc1ccc(CNC(=O)C23CN(Cc4ccccc4)CC2C(c2ccc([N+](=O)[O-])cc2)=NO3)cc1 (stereo not given)
→ 14, 2, 5, 1, -17, 9, 1.2, 0.74
- CCN1C(=O)[C@H]2[C@@H](c3ccc(-c4ccc(Cl)c(Cl)c4)cc3)N[C@@](C)(C(=O)OC)[C@H]2C1=O
→ -4, 1, -38, -3, -8, 21, -0.2, 0.95
- CC(=O)/C(=C(/O)c1ccccc1)c1nc2ccccc2[nH]1
→ 11, -2, 18, 1, -6, -3, -1.9, 1.1
- COc1ccc(NC(=O)CSc2nnc(NC(=O)c3ccc(S(=O)(=O)N4CCOCC4)cc3)s2)cc1
→ 3, 0, -9, 31*, -4, -39, 0.4, 1.1
- CCCc1nc(SCC(=O)N2c3ccccc3CC2C)c2c(C)c(C)sc2n1 (stereo not given)
→ -5, -2, -5, 3, 69*, 13, 1.5, 0.9
- CCOC(=O)c1cccc(NC(=O)CSc2nc(N)cc(N)n2)c1
→ 18, -1, 11, 0, -8, -5, 0.1, 1.1
- O=c1ccc2c([nH]1)CCCCCCCCCC2
→ -8, 4, -7, 0, -3, -16, -0.8, 0.96
- CCOc1cc(OCC)cc(C(=O)Nc2cccnc2)c1
→ 7, 0, 3, 0, -3, 18, 3.3, 1.2
- Cc1nn(Cc2ccc(Cl)cc2)c(C)c1NC(=O)CSc1n[nH]c(C)c1[N+](=O)[O-]
→ 16, -1, -6, -1, -12, 6, -0.2, 0.85
- Cc1[nH]nc(SCC(=O)NCc2ccc(F)cc2)c1[N+](=O)[O-]
→ 6, 1, -4, 1, -5, 3, 2.5, 1
- COc1cccc(/C=N/NC(=O)CSc2nnc(C)n2-c2ccccc2)c1OC
→ -11, 0, 12, -6, -2, -4, -2.6, 1.1
- Cc1ccn(C(=O)c2cc3c(C)nn(-c4ccccc4)c3s2)n1
→ -452, 1, 9, 1, -3, -7, -2.1, 0.97
- COC(=O)c1cn(NC(=O)C2CCC(C(C)(C)C)CC2)c(=O)c2ccccc12 (stereo not given)
→ 24, 0, 18, 0, -6, -3, 11, 1.1
- COc1ccccc1N(C)S(=O)(=O)c1ccc(C(=O)N(CC(N)=O)C(C)C)cc1
→ 10, 3, 8, 0, -21, 2, -2.2, 1.1
- COC(=O)c1c(NC(=O)CSc2nnc(-c3ccco3)n2C)sc(C)c1C
→ 16, 0, 0, 5, -14, -6, 1.4, 0.89
- CCCN1CCn2c3c(c4cc(Br)ccc42)CCCC31 (stereo not given)
→ 13, 0, 13, 3, 1, 11, 0.5, 1
- O=C(CN1CCCCCC1)Nc1c(Cl)cc(Cl)cc1Cl
→ 22, -1, 10, -2, 2, -4, 0.6, 1
- CCOC(=O)C1CCN(C(=O)c2ccc3c(=O)n4nc(Nc5ccccc5)sc4nc3c2)CC1
→ -417, -1, ., ., ., 5, -0.1, .
- COc1cccc(/C=N/n2c(COc3ccccc3)n[nH]c2=S)c1O
→ 13, -7, -6, 3, -1, 8, -0.6, 1.1
- O=[N+]([O-])c1ccc(S(=O)(=O)N/N=C/c2ccc3c(c2)OCO3)cc1
→ 12, 0, -5, -4, 6, -11, 0.5, 1.1
- Cc1ccc(C2(C)NC(=O)N(CC(=O)NCCN3C(=O)S/C(=C\c4cccnc4)C3=O)C2=O)cc1 (stereo not given)
→ 13, 1, ., 0, 0, -12, -2.0, .
- CCOCCCNCc1cn(-c2ccc(F)cc2F)nc1-c1ccccc1C
→ 2, 0, 0, 0, 4, 5, 58*, 1.2
- O=C(Nc1ccccc1)N1CCN(c2ncccn2)CC1
→ 3, -6, -2, 0, -3, 9, -0.1, 1.1
- O=C1C(=NO)CCc2ccccc21
→ 42*, -31, ., -5, 3, 62*, 0.1, .
- c1ccc(-c2csc(Cc3nnc4n3CCCCC4)n2)cc1
→ 4, 0, -9, 3, -4, -2, 0.6, 1
- O=C(NCc1ccccc1)N1CCN(c2ccc(Cl)c(Cl)c2)CC1
→ 25, 1, -12, 1, 8, 0, 3.6, 1.1
- CC(C)c1ccccc1NC(=O)CC1(CC(=O)O)CCCC1
→ 25, 0, -10, 1, 5, 3, -0.2, 1
- CC(=O)NCCc1nc2ccccc2n1Cc1ccc(Cl)cc1
→ 4, 0, 8, 0, -12, 14, -1.5, 1
- Cc1cc(C)nc(NC(=O)C2c3ccccc3Oc3ccccc32)n1
→ 11, 2, -11, -3, 0, -25, -1.1, 0.93

# Record cards, from the list above. Order of values: SENP8 block, SENP1 inh, SENP6 block, GRIN3A LBD mod, ATG4B inhibitor, PfGluPho inh, MPTP block, hIAP act
# `CCOCCCNCc1cn(-c2ccc(F)cc2F)nc1-c1ccccc1C` in the list: 2, 0, 0, 0, 4, 5, 58*, 1.2
# `c1ccc(-c2csc(Cc3nnc4n3CCCCC4)n2)cc1` in the list: 4, 0, -9, 3, -4, -2, 0.6, 1
# `FC(F)(F)c1cccc(NC(=S)N2CCCCCC2)c1` in the list: 10, 0, 10, 2, -6, 21, -0.2, 0.99
# `O=[N+]([O-])c1ccc(S(=O)(=O)N/N=C/c2ccc3c(c2)OCO3)cc1` in the list: 12, 0, -5, -4, 6, -11, 0.5, 1.1
# `CC(=O)/C(=C(/O)c1ccccc1)c1nc2ccccc2[nH]1` in the list: 11, -2, 18, 1, -6, -3, -1.9, 1.1

# Screens deposited in PubChem by Sanford-Burnham Center for Chemical Genomics.
